WRN helicase inh – blocks human WRN helicase; Q14191; WRN helicase unwinding, fluorescent forked duplex, kinetic; Potency, µM (top dose mostly 114 µM), inactives show top-dose activity change, negative = inhibition, usual class: inhibitors; actives 0.46% (n = 360,000); AID 651768; further: potency means the concentration at half of the fitted maximal effect; on the % scale 0 is the no-effect control and ±100 the full control effect; nearly all actives have a fitted effect of over 55% in size
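Enzyme (20 nM final) and test compound sit together 15 min at room temperature before substrate addition. Substrate is a single-forked duplex oligonucleotide (100 nM) labelled with fluorophore and quencher, with 2 mM ATP; helicase unwinding raises red fluorescence, read kinetically.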
DRD3 antagonist – blocks the human D3 dopamine receptor; P35462; D3R cells, DiscoveRx beta-arrestin luminescence, antagonist mode; active compounds read low; max response, negative = inhibition, %; actives 2.5% (n = 360,000); in the data active means max response below about -50%; inconclusive means no clear call, values can overlap the other calls; further: on the % scale 0 is the no-effect control and ±100 the full control effect; mostly tested at two doses, the higher about 12 µM
Target sequence (P35462 whole entry, looked up): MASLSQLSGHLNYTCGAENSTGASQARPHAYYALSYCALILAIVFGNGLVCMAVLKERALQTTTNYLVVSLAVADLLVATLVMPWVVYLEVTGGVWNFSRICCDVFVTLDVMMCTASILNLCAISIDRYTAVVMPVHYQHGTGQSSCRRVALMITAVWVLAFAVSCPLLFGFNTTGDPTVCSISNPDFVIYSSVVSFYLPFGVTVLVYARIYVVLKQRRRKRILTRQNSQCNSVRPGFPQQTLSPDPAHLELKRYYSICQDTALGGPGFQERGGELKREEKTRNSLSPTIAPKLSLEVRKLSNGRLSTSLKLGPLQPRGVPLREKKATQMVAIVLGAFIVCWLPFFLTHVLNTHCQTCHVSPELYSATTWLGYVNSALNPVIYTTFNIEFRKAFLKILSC
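Cells expressing the human receptor were seeded at 1500 cells/well, incubated overnight at 37 degrees C in 5% CO2, then exposed to library compounds with dopamine controls for 90 minutes at 37 degrees C before luminescent detection.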
GLP-1R agonist – GLP-1 receptor (human) agonism; P43220; HEK293 GLP-1R CRE-luciferase, luminescence, 4-6 h; cells express a hypersensitive GLP-1R form; Potency, µM (top dose mostly 45.6 µM), without a hit: at the highest dose activation, hits mostly activators; actives 0.007% (n = 380,000); AID 624172; further: potency means the concentration at half of the fitted maximal effect; % of control where 0% means no effect
DRD3 agonist – D3 dopamine receptor (human) agonism | P35462 | D3R DiscoveRx beta-arrestin cells, luminescence, 90 min | max activation, % | actives 0.58% (n = 410,000) | AID 652048; in the data active means max activation above about 30%; further: 0% is about no effect; mostly tested at two doses, the higher about 12 µM
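Agonist-mode cell screen: cells plated at 1500/well and incubated overnight at 37 °C, then exposed to library compounds for 90 min at 37 °C. Detection reagent was added for 30–60 min at room temperature, and luminescence was read.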
GLP1R inv ag – inverse agonists of human GLP-1 receptor; P43220; HEK293 GLP-1R CRE-luciferase, luminescence, 24 h; GLP-1R form is constitutively active; Potency, µM (titrated, usually from 38.3 µM), for the others: at the highest dose activity change, negative = inhibition, hits mostly inhibitors; actives 1.6% (n = 410,000); AID 624417; further: potency means the concentration at half of the fitted maximal effect; on the % scale 0 is the no-effect control and ±100 the full control effect; nearly all actives have a fitted effect of over 55% in size
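Seeding at 200 cells/uL, 12 h culture, 24 hr compound treatment, then luciferase reagent and a luminescence read; cells are HEK293 stably expressing a constitutively active GLP-1R plus cAMP-responsive luciferase.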
IL2 activator – activators of IL-2; actives 0.065% (n = 360,000); AID 652025; IL-2 activation reporter assay, cell-based qHTS; stimulated with anti-CD3/CD4/CD28 beads; in transgenic mouse T cells; activation, % (series mostly up to about 46 µM); in the data active means activation above about 50%; inconclusive means mostly about 30% to 49%; further: 0% is about no effect
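Unstimulated transgenic mouse T cells; 60-min compound exposure; bead-based TCR/CD4/CD28 stimulation; 18 h culture, 37 degrees C; dual fluorescence (EGFP, DsRed) plate cytometry.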
PI5P4Ka inh – inhibitors of human PI5P4K alpha. PI5P4Kalpha enzyme, ADP-Glo luminescence, 60 min; active compounds read low. max response, %. actives 1.2% (n = 330,000). AID 652105; active means max response of -50% or lower; inconclusive means between -30% and -50%; inactive means -30% or higher; further: value at the top dose of about 77 µM; on the % scale 0 is the no-effect control and ±100 the full control effect
Target sequence (P48426 whole entry, looked up): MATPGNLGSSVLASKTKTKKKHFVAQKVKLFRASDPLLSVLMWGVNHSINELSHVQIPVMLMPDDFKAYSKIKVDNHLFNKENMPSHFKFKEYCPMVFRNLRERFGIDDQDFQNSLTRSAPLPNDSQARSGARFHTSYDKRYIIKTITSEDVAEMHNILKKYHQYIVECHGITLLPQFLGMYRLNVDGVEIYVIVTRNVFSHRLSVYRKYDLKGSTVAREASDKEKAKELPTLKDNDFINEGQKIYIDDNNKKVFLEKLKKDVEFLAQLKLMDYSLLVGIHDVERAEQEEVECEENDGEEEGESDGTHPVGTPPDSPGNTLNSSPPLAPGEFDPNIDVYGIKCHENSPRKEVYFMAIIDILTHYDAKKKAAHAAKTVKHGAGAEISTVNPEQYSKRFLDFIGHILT
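Luminescence from ADP-Glo served as readout of PI5P4Kalpha activity in a qHTS format. Reaction: enzyme, substrate, compound, ATP at 5 microM final, 60 min at RT.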
HEK293 tox – cytotoxicity counter-screen for GLP-1 receptor inverse agonists | HEK293 cAMP-luciferase reporter cells, luminescence, 24 h | Potency, µM (highest dose often 38.3 µM), without a hit: top-dose activity change, negative = inhibition, most hits filed as inhibitors | actives 0.13% (n = 410,000);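 further: loss of luciferase light is scored as toxicity; potency means the concentration at half of the fitted maximal effect; on the % scale 0 is the no-effect control and ±100 the full control effect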
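Cells in DMEM/10% Nu serum/1% pen-strep, 1536-well format. Pre-incubated 12 h, dosed with 23 nL compound, incubated a further 24 h. Luciferase detection, 12 min at room temp, luminescence.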
PLK1 PBD block – inhibitors of human PLK1 polo-box domain binding. P53350. Plk1 PBD binding of FITC phosphopeptide, fluorescence polarization. Potency, µM, for inactives: max response, negative = inhibition, hits mostly inhibitors. actives 2.8% (n = 360,000); further: potency means the concentration at half of the fitted maximal effect; series mostly up to about 57 µM; on the % scale 0 is the no-effect control and ±100 the full control effect; nearly all actives have a fitted effect of over 65% in size
* = called active by the depositor; ? = inconclusive; . = not tested or not shown; & = joins results of further samples; [ ] = dose if it differs, or a comment. Unless noted, the call rests on the fitted dose curve; in most records, active means well fitted curve in the direction sought with a large enough effect; inconclusive means small, poorly fitted or top-dose-only effect, or another doubt; inactive means no such curve, though single readings can be large; an effect the other way counts as inactive or inconclusive. No enrichment for hits, and some 7.8% of all compounds hit somewhere here.

SMILES	WRN helicase inh	DRD3 antagonist	GLP-1R agonist	DRD3 agonist	GLP1R inv ag	IL2 activator	PI5P4Ka inh	HEK293 tox	PLK1 PBD block
Cc1ccccc1OCC(=O)OCC(=O)N1CCc2ccccc21	-14.7%	?	5.7%	-0.9	10.7%	1.1	3.4	-0.2%	-3.1%
CCCCCCC1CCC(C(=O)Nn2c(C)nc3ccccc3c2=O)CC1 (stereo not drawn)	-3.6%	18.2	-0.1%	30.4*	?	-1.8	.	-30.7%	-2.8%
COc1ccc(NS(=O)(=O)c2ccc3[nH]c(=O)[nH]c3c2)cc1OC	-6.2%	-11.4	4.9%	-2.2	9.9%	1.0	8.2	0.3%	-12.0%
O=C(Nc1ccc2c(c1)Cc1ccccc1-2)c1ccncc1	9.5%	-12.8	2.6%	6.9	4.8%	-0.7	-3.0	2.2%	2.9%
O=S(=O)(O)c1ccc(N2N=C(c3ccccc3)CC2c2ccccc2)cc1 (stereo not drawn)	-4.0%	20.2	-6.6%	0.5	4.2%	-1.4	-23.4	248.1%[activator]	-30.0%
C/C(=N\OCC(=O)OCC(=O)Nc1cc(S(C)(=O)=O)ccc1Cl)c1ccc2c(c1)OCO2	-1.6%	-2.5	-5.5%	-1.8	38.5%[activator]	-0.7	-4.5	14.8%	3.1%
COc1cc(OC)cc(C(=O)NC2CCN(Cc3nnnn3Cc3ccc(F)cc3)CC2)c1	10.9%	-6.3	19.2%	-2.6	13.6%	-1.6	0.6	5.3%	-11.5%
COc1ccc(OCCn2cc(/C(N)=N/O)c3ccccc32)cc1	-0.5%	5.9	3.8%	-3.3	3.0%	-1.4	.	11.0%	-7.8%
Cc1ccc(NC(=O)CN(C)C(=O)C2CCC2)cc1	3.6%	-9.2	1.5%	2.2	11.1%	-4.3	9.0	1.7%	-1.6%
CCn1c(=O)c(C(=O)NC(C)C)c(O)c2ccccc21	2.7%	22.1	25.2%	13.7	0.0%	-1.7	.	-4.0%	1.1%
O=C(OCC(O)C(O)C(O)COC(=O)c1ccccc1)c1ccccc1 (stereo not drawn)	-2.7%	25.3	4.4%	21.7	10.9%	0.2	0.9	-2.2%	-6.9%
COc1ccccc1C(=O)NC(=S)Nc1ccc(N2CCN(C(=O)c3ccco3)CC2)cc1	9.7%	17.4	6.9%	24.6	16.8%	-4.1	-2.9	3.9%	-5.0%
COc1ccc(S(=O)(=O)Cc2ccc(C(=O)NCCc3cc(OC)ccc3OC)o2)cc1	-9.7%	-4.8	17.2%	10.2	10.0%	1.3	-3.5	0.5%	1.2%
CC(C)Sc1cc(N2CCOCC2)nc(-c2ccccc2)n1	-6.6%	7.3	4.2%	6.1	?	3.8	7.7	-2.1%	6.5%
O=C(NC1CCCC1)c1cccc2c1C(=O)c1ccc(Cl)cc1S2(=O)=O	4.9%	6.4	-0.7%	-1.5	9.6%	0.1	-1.7	4.6%	-7.5%
CCCCN(CC)CCNC(=O)C1CCN(S(=O)(=O)c2cccc3nsnc23)CC1	2.0%	-5.5	0.8%&-0.1%	-1.4&-12.5	-19.5%&-7.3%	-2.6	0.2	-9.4%&3.9%	3.1%
COc1ccc(S(=O)(=O)N(CCc2ccccc2)CC(N)=O)cc1	4.0%	-9.2	3.9%	1.3	2.6%[7.66 µM]	-0.2	-2.0	0.8%[7.66 µM]	-9.0%
O=C(O)c1ccc(N2C(=O)CC(N3CCN(c4cccc(Cl)c4)CC3)C2=O)cc1 (stereo not drawn)	1.0%	6.3	-3.9%	2.4	-11.6%	0.0	2.5	-4.3%	-0.7%
CC1(Oc2cccc(F)c2)CCN(Cc2ccc3ccccc3c2)C1 (stereo not drawn)	-5.2%	-117.2*	-4.8%	-11.0	-12.0%	-0.5	17.2	-1.6%	-7.5%
O=C(c1ccc(Cl)c(S(=O)(=O)N2CCc3ccccc32)c1)N1CCN(c2ccccc2O)CC1	?	27.3	-13.8%	-3.3	?	-0.9	-21.8	-9.1%	-4.2%

3 entries from above, ordered by number of heavy atoms, falling.
SMILES	WRN helicase inh	DRD3 antagonist	GLP-1R agonist	DRD3 agonist	GLP1R inv ag	IL2 activator	PI5P4Ka inh	HEK293 tox	PLK1 PBD block
O=C(OCC(O)C(O)C(O)COC(=O)c1ccccc1)c1ccccc1 (stereo not drawn)	-2.7%	25.3	4.4%	21.7	10.9%	0.2	0.9	-2.2%	-6.9%
COc1ccc(S(=O)(=O)N(CCc2ccccc2)CC(N)=O)cc1	4.0%	-9.2	3.9%	1.3	2.6%[7.66 µM]	-0.2	-2.0	0.8%[7.66 µM]	-9.0%
CCn1c(=O)c(C(=O)NC(C)C)c(O)c2ccccc21	2.7%	22.1	25.2%	13.7	0.0%	-1.7	.	-4.0%	1.1%

Filtered by structure, the compounds so far with a furan ring, fused or not
SMILES	WRN helicase inh	DRD3 antagonist	GLP-1R agonist	DRD3 agonist	GLP1R inv ag	IL2 activator	PI5P4Ka inh	HEK293 tox	PLK1 PBD block
COc1ccccc1C(=O)NC(=S)Nc1ccc(N2CCN(C(=O)c3ccco3)CC2)cc1	9.7%	17.4	6.9%	24.6	16.8%	-4.1	-2.9	3.9%	-5.0%
COc1ccc(S(=O)(=O)Cc2ccc(C(=O)NCCc3cc(OC)ccc3OC)o2)cc1	-9.7%	-4.8	17.2%	10.2	10.0%	1.3	-3.5	0.5%	1.2%

Further entries follow.
SMILES	WRN helicase inh	DRD3 antagonist	GLP-1R agonist	DRD3 agonist	GLP1R inv ag	IL2 activator	PI5P4Ka inh	HEK293 tox	PLK1 PBD block
Cc1ccc(NC(=O)c2ccccc2NC(=O)c2cccnc2)cc1	?	-22.3	1.7%	-6.3	0.5%	1.0	1.2	5.8%	-7.8%
O=C(O)COc1ccc(Nc2ccccc2)cc1	-3.6%	-12.1	-0.3%	1.1	16.8%	0.2	7.0	-1.3%	-27.5%
C/C=C\C=C\C(=O)Nc1cccc(C2=NOC3(C2)C[C@@H](C(N)=O)N(C(=O)C(c2ccccc2)c2ccccc2)C3)c1 (stereo partly drawn)	6.6%	-1.2	-2.7%	-2.5	?	-0.3	-65.4*	0.8%	-20.4%
CN(C)c1ccc(CNC(=O)C2(C)Cc3c(-c4ccc(N(C)C)cc4)ccnc3O2)cc1 (stereo not drawn)	-4.5%	38.5	5.0%	6.5	?	-0.7	2.7	-8.9%	-3.2%
O=C(COC(=O)c1cc([N+](=O)[O-])ccc1N1CCOCC1)NCc1ccc(Cl)cc1Cl	12.9%	-15.6	6.8%	-12.8	11.2µM*	-1.5	-0.2	-24.7%	-9.3%
O=C(O)CNS(=O)(=O)c1ccc2c(c1)Cc1cc(S(=O)(=O)NCC(=O)O)ccc1-2	13.9%	18.4	-4.8%	-4.9	1.9%	2.1	-2.9	-3.3%	-2.8%
Cc1ccc(C)c(S(=O)(=O)NC(CCC(N)=O)C(=O)O)c1 (stereo not drawn)	3.7%	14.6	-5.4%	4.1	6.5%	3.7	2.8	-2.6%	0.6%
O=C(/C=C/c1ccc(Br)cc1)NC(=S)Nc1ccc(S(=O)(=O)Nc2nccs2)cc1	-27.0%[11.6 µM]	-52.8*	-12.8%	-24.7	5.6%	3.5	-7.2	-1.0%	?
CSCCC(NC(=O)c1ccco1)C(=O)O (stereo not drawn)	-2.2%	31.1	-10.5%	0.2	12.1%	-0.5	-3.2	-6.4%	-6.6%
CC(C)Cn1c(-c2cccs2)nc2ccccc21	-4.8%	22.3	-4.7%	-3.8	-3.1%	-0.5	.	0.3%	-7.2%
Cc1ccc(N2C(=N)/C(=C3/Nc4ccccc4S3)C(c3ccccc3)C2=O)cc1 (stereo not drawn)	-10.3%	-16.3	0.3%	-6.5	-2.4%	4.6	0.2	7.1%	?
S=c1[nH]nc(Cn2cnc3ccccc32)n1-c1ccccc1	-3.8%	1.9	-2.2%	-1.2	-8.5%	-0.2	4.2	-5.9%	?
CC(C)(C)c1ccc(-c2n[nH]c(=S)n2C2CCCC2)cc1	2.2%	-20.5	-1.5%	-8.7	0.0%	-1.1	.	-5.4%	-17.1%
O=C(NCCCNCc1ccccc1)/C(=N\O)c1ccccc1	-7.4%	-19.2	7.8%	-3.8	-17.5%	2.3	-2.9	6.3%	-7.8%
Cc1ccc(CCNC(=O)c2nnn(-c3cc(C)cc(C)c3)c2N)cc1	-17.0%	-5.9	-1.3%	0.4	-6.7%	1.3	0.1	40.9%[activator]	-3.0%
Cn1nc(C(=O)Oc2cc(=O)n(C)c3ccccc23)c2ccccc2c1=O	-5.7%	9.7	-14.0%	0.4	9.6%	5.4	2.2	0.3%	?
CC1=C(C(=O)NC2CCCc3c2cnn3-c2cccc(C)c2C)OCCO1 (stereo not drawn)	3.3%	32.8	-7.2%	0.4	-2.5%	-1.7	0.6	-2.4%	3.8%
Cc1ccc(-c2c[n+](CC(=O)Nc3cc(=O)n(C)c(=O)n3C)c3n2CCC3)cc1	8.1%	-10.0	1.0%	-1.8	11.4%	-0.3	-5.1	6.1%	-8.5%
COc1ccc(C(=O)COC(=O)/C=C/c2ccccc2)c(OC)c1	-2.9%[11.6 µM]	32.1	10.4%	7.2	?	-0.2	-60.6*	4.6%	-9.9%
COc1ccc(C(=O)C2CCCN(C(=O)C3CCOCC3)C2)c(C)c1 (stereo not drawn)	-6.2%	-18.0	-5.1%	-1.4	-18.1%	0.1	1.3	-0.1%	-4.7%
COc1ccc2c(c1)C(c1ccc(Cl)cc1)NC(=O)C2 (stereo not drawn)	-2.3%	-10.0	-1.6%	10.2	?	-1.8	-2.8	?	-9.9%
Cn1cc(CN(CCO)Cc2cccs2)c(-c2cccc(Cl)c2)n1	-8.0%	-17.1	4.9%	-3.4	?	-0.7	10.2	3.5%	-4.8%
COc1ccc(Nc2ncnc3sc(C)cc23)c(OC)c1	-22.5%	-1.6	16.9%	2.5	12.5%	1.7	0.2	0.9%	-16.2%
COc1ccc(/C(C)=N/OCC(=O)Nc2nc3ccccc3s2)cc1	-28.6%	-12.8	-3.8%	4.0	0.0%	0.0	8.7	-5.6%	-5.2%
Cc1ccc(NC(=O)C2CCCN2S(=O)(=O)c2ccc3c(c2)n(C)c(=O)c(=O)n3C)c(C)c1 (stereo not drawn)	-1.3%	2.4	6.9%	1.3	20.8%	-2.1	6.3	4.4%	-9.2%

Bioassay records: PubChem, National Center for Advancing Translational Sciences (NCATS)
